Integrin act MD: qHTS for Activators of Integrin-Mediated Alleviation for Muscular Dystrophy; alpha7betagal myoblasts, beta-gal FDG fluorescence, 48 h; 350,000 tested, 0.064% active; Potency, µM (doses to about 38.3 µM), for inactives: at the top dose activation, most hits filed as activators;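 further: potency means the concentration at half of the fitted maximal effect; 100% = response of the positive control SU9516; nearly all actives have a fitted effect of over 60% in size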
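Alpha7betagal+/- myoblasts (passage 13) were plated 16-24 hr, then exposed to compounds (1:260 dilution of DMSO stock) for 48 hours at 37C. After MPER lysis, β-galactosidase reporter activity was read as FDG fluorescence (ex 480/em 540) after 30 minutes.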
TCR activator: Activators of T cell receptors: qHTS campaign. primary human leukocytes, anti-CD3, IL-2 HTRF, 48 h. Potency, µM (titrated, usually from 9.22 µM), without a hit: at the highest dose activation of IL-2 secretion, hits mostly activators. 330,000 tested, under 10 active. AID 504894, 2011; further: % of control where 0% means no effect
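IL-2 release read by HTRF sandwich (Eu cryptate donor, d2 acceptor, 665 nm emission) after 48 hr exposure of primary human leukocytes to compound together with anti-CD3 beads in the absence of co-stimulatory signals.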
A-T KAP1 phos: qHTS Assay for Identifying a Potential Treatment of Ataxia-Telangiectasia. […] A-T fibroblasts, KAP-1 phosphorylation AlphaLISA; neocarzinostatin DNA damage 30 min before lysis. Potency, µM (doses to about 57.5 µM), without a hit: at the top dose activation, hits mostly activators. 320,000 tested, 0.19% active. AID 485349, 2010; further: potency means the concentration at half of the fitted maximal effect; % of control where 0% means no effect; nearly all actives have a fitted effect of over 45% in size
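ATM-like activity read as KAP-1 phosphorylation via AlphaLISA donor/acceptor antibody pairs after lysis and 6 hr at 25C. Cells were ATM-null patient fibroblasts ([…], hTERT), dosed 60 min, then exposed to the DSB inducer NCS for 30 min.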
S-ASM inh: Inhibitors of Secretory Acid Sphingomyelinase (S-ASM): qHTS; placental ASM, HMU-PC fluorogenic substrate, 60 min; 340,000 tested, 0.006% active; Potency, µM (highest dose often 57.5 µM), for the others: at the top dose activity change, negative = inhibition, hits mostly inhibitors; Sphingomyelin phosphodiesterase (Homo sapiens), P17405; further: potency means the concentration at half of the fitted maximal effect
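Steps: dispense placental human ASM, pin compound, wait 10 min at room temperature, add HMU-PC0 substrate at 9 uM final, incubate 60 min at 37 °C, add stop solution raising pH to 10, read fluorescence.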
TSHR antag: Antagonists of the Thyroid Stimulating Hormone Receptor: HTS campaign. Thyrotropin receptor (Homo sapiens), P16473. TSHR-expressing cells, TSH-stimulated cAMP HTRF, 2 h; hits give low values. activity change, negative = inhibition, % at 11.5 µM. 330,000 tested, 0.2% active. AID 504810, 2011;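 active means activity change below a set negative limit, meaning inhibition stronger than a set level, cut at about -70% in these data; inconclusive means activity change between two set negative limits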; further: on the % scale 0 is the no-effect control and ±100 the full control effect
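Freshly harvested TSHR cells receive pin-tooled compound, then EC80 TSH at 4nM final. After 2 hours at 37 deg C, antibody in lysis buffer and cAMP-d2 are added; 30 minutes at ambient temperature precede the HTRF read.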
MBNL1 CUG block: qHTS Assay for Inhibitors of MBNL1-poly(CUG) RNA binding; Muscleblind-like protein 1 (Homo sapiens), Q9NR56; TR-FRET MBNL1-His/biotin-(CUG)12 binding, 665/545 ratio; Potency, µM (doses to about 57.5 µM), for the others: at the top dose activity change, negative = inhibition, hits mostly inhibitors; 280,000 tested, 0.036% active; AID 2675, 2010; active means well fitted inhibition curve with a large enough effect in the signal ratio, with a control signal flat, not every such curve was filed as active; inconclusive means small, poorly fitted or top-dose-only effect, or effect the other way, or a change in a side signal; inactive means no such curve, though single readings can be large or run the other way; the % refers to the signal ratio; further: potency means the concentration at half of the fitted maximal effect; on the % scale 0 is the no-effect control and ±100 the full control effect
Target sequence (Q9NR56 whole entry, looked up): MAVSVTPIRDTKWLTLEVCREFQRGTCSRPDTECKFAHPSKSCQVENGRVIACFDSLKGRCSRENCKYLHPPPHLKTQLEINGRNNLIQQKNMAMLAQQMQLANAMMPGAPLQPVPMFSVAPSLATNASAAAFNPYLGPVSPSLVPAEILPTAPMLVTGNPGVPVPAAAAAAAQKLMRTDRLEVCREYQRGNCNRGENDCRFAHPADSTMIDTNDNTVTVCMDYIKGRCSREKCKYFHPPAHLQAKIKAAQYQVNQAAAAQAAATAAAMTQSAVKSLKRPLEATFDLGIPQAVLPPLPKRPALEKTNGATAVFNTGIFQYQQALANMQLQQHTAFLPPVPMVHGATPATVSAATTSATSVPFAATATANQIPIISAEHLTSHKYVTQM
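MBNL1-His + Biotin-(CUG)12, cpd titration 92 nM–58 uM; Tb anti-His Ab 0.055 ng/ul, SA-XL665 5 nM (final); 60 min RT; ratiometric 665/545 nm, Ex 340 nm; normalized to buffer and full-complex controls.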
CXXC DNA block: qHTS Fluorescence Polarization Assay for Inhibitors of MLL CXXC domain - DNA interaction; Histone-lysine N-methyltransferase 2A (Homo sapiens), Q03164; MLL-CXXC / FITC-HOXA9 DNA fluorescence polarization; Potency, µM (series often up to 115 µM), for inactives: at the top dose activity change, negative = inhibition, hits mostly inhibitors; 290,000 tested, 0.037% active; active means well fitted inhibition curve with a large enough effect in the polarisation, with a control signal flat, not every such curve was filed as active; inconclusive means small, poorly fitted or top-dose-only effect, or effect the other way, or a change in a side signal; inactive means no such curve, though single readings can be large or run the other way; the % refers to the polarisation; further: potency means the concentration at half of the fitted maximal effect
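Steps: dispense CXXC domain solution (7 uM) → pin compounds or unlabeled HOX-A9 DNA control → 5 min ambient → add FLSN-HOX-A9 solution (50 nM) → spin → 30 min ambient → fluorescence polarization. Tris pH 7.5/NaCl/DTT/BSA buffer.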
Mito fusion yeast: qHTS Assay for Small Molecule Inhibitors of Mitochondrial Division or Activators of Mitochondrial Fusion; S. cerevisiae fusion-defective mutant growth rescue, CellTiterGlo 48 h; 320,000 tested, 0.23% active; Potency, µM (top dose mostly 46.1 µM), without a hit: at the highest dose growth rescue (activation), hits mostly activators;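 further: potency means the concentration at half of the fitted maximal effect; % of control where 0% means no effect; nearly all actives have a fitted effect of over 45% in size; temperature-sensitive fusion mutants such as fzo1-1 at 37 °C on non-fermentable ethanol glycerol medium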
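Luminescent cell viability in 1536-well qHTS format served as the measure of rescued growth in ts fusion-mutant S. cerevisiae cultured on non-fermentable YPEG for 48 hours at 37C.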
TSG101-PTAP inh: qHTS Assay for Iinhibitors of HIV-1 Budding by Blocking the Interaction of PTAP/TSG101; Fluorescence polarization, FITC-PTAP peptide / Tsg101 binding; AID 493005, 2010; Tumor susceptibility gene 101 protein (Homo sapiens), Q99816; 340,000 tested, under 10 active; Potency, µM (series often up to 115 µM), for inactives: at the top dose activity change, negative = inhibition, hits mostly inhibitors; active means well fitted inhibition curve with a large enough effect in the main read-out, with a control signal flat, not every such curve was filed as active; inconclusive means small, poorly fitted or top-dose-only effect, or effect the other way, or a change in a side signal; inactive means no such curve, though single readings can be large or run the other way; further: potency means the concentration at half of the fitted maximal effect; % of control where 0% means no effect
Target sequence (Q99816 whole entry, looked up): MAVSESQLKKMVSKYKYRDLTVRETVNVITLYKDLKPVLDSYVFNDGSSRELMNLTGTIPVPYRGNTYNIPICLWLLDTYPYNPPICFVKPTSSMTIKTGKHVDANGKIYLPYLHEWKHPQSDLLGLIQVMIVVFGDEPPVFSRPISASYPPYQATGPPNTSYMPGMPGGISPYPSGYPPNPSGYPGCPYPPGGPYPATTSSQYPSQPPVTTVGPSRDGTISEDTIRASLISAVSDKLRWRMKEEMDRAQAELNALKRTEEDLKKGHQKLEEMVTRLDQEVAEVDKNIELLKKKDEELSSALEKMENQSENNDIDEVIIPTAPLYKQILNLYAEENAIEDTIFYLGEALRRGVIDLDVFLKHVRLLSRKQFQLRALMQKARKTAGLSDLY
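Tsg101 binding domain (10 uM final) was mixed with compound and a FITC-labeled PTAP peptide (50 nM final) in HEPES pH 7.5 buffer with NaCl, Tween 20, EDTA and TCEP; fluorescence polarization was read after 20 min at r.t.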
Menin MLL FP TR: qHTS Assay for Inhibitors Targeting the Menin-MLL Interaction in MLL Related Leukemias: Competition With Texas Red Labeled MLL-derived Mutant Peptide; O00255; Menin + Texas Red MLL mutant peptide, fluorescence polarization; Potency, µM (series often up to 61.6 µM), for the others: at the highest dose FP activity change, negative = inhibition, usual class: inhibitors; 270,000 tested, 0.23% active; active means well fitted inhibition curve with a large enough effect in the polarisation, with a control signal flat, not every such curve was filed as active; inconclusive means small, poorly fitted or top-dose-only effect, or effect the other way, or a change in a side signal; inactive means no such curve, though single readings can be large or run the other way; the % refers to the polarisation; further: potency means the concentration at half of the fitted maximal effect; % of control where 0% means no effect; many of its hits are not listed in these tables
Active calls of the source: *; ? = inconclusive; · = no result given; [ ] = dose if it differs, or a comment. Unless noted, the call rests on the fitted dose curve; in most records, active means well fitted curve in the direction sought with a large enough effect; inconclusive means small, poorly fitted or top-dose-only effect, or another doubt; inactive means no such curve, though single readings can be large; an effect the other way counts as inactive or inconclusive. Not all compounds are listed. The share of hits here may be higher or lower than overall.

SMILES	Integrin act MD	TCR activator	A-T KAP1 phos	S-ASM inh	TSHR antag	MBNL1 CUG block	CXXC DNA block	Mito fusion yeast	TSG101-PTAP inh	Menin MLL FP TR
C/C=C/C=C/C(=O)[C@@H]1[C@@H]([C@]2(C)OC(=O)C(C)=C2O)[C@H]2/C(=C(O)/C=C/C=C/C)C(=O)[C@]1(C)C(=O)C2(C)O (stereo partly drawn)	0%	-1%	11%	-20%	-9	2%	-23%	-4%	-8%	·
Cc1ccc(NCc2cccnc2)c(Br)c1	19%	-3%[46.1 µM]	0%	0%	-8	2%[11.5 µM]	-2%	7%	1%	-2%
CCCC1(C(=O)OCC)NC(c2cc(OC)c(OC)c(OC)c2)C2C(=O)N(CC)C(=O)C21 (stereo not drawn)	15%	-32%	3%	0%	3	5%	1%	1%	-2%	3%
CCOC(=O)C1=C(C)OC(N)=C(C#N)C1c1ccc(OC)c(CSc2ccccn2)c1 (stereo not drawn)	11%	0%[46.1 µM]	-14%	-2%	1	-4%	7%	-13%	5%	10%
CN1CCC(=NNC(=O)C(=O)Nc2ccc(F)cc2)CC1	-25%	0%	-1%	-1%	3	0%	3%	-9%	0%	-11%
Nc1ccccc1C(=O)N/N=C1/C2CN3CCN(C2)CC1(Cc1ccccc1)C3	21%	·	5%	18%	1	-3%	0%	19%	-1%	3%
Cc1ccc(-c2nc(SCC(=O)Nc3cc(S(=O)(=O)N4CCCCC4)ccc3Cl)n[nH]2)cc1	-32%[inhibitor]	6%	-2%	-16%	-2	·	-4%	11%	1%	-29%
COC(=O)c1ccccc1NC(=O)c1cn(-c2ccc(C)c(C)c2)c(=O)c2ccccc12	20%	1%[46.1 µM]	-1%	0%	6	-3%	4%	?	-2%	-5%
COc1ccc(CNC(=O)Nc2cccs2)cc1OC	0%	2%	2%	1%	11	4%	6%	-1%	1%	-7%
CC(C)C[C@@H](CSc1ccccc1)N1CCN(CCc2ccccc2)CCC1=O	-21%	1%	-2%	12%	-5	-13%	4%	-9%	-9%	-15%
Cc1ccc(OCC(=O)OCC(=O)N2c3ccccc3CC2C)cc1C (stereo not drawn)	5%	·	3%	-6%	-1	·	·	3%	-4%	·
CSC1=NCCN1S(=O)(=O)c1ccc(NC(C)=O)cc1	4%	12%	4%	2%	20	4%	17%	0%	-1%	1%
CN1/C(=C\C(=O)CSc2cccc[n+]2[O-])C(C)(C)c2ccccc21	-35%	-8%	-5%	72%[activator]	-1	0%	1%	4%	0%	1%
CCN1C(=O)N(CC)C2NC(=S)NC21 (stereo not drawn)	6%	1%	·	-1%	17	8%	9%	-3%	-3%	9%
CC(=O)N1CCN(S(=O)(=O)c2cccc(C(=O)Nc3nc4c(s3)CCCC4)c2)CC1	-28%	-7%	1%	-2%	-2	-14%	?	0%	3%	-7%
Cc1cc(C)nc(N/N=C/C2=C(N3CCOCC3)C(=C\c3ccc(Cl)cc3)/CC2)n1	-21%	-2%[46.1 µM]	9%	51%[activator]	-5	?	?	20%	-1%	7%

Arranged by molecular weight (falling): four of the compounds above.
SMILES	Integrin act MD	TCR activator	A-T KAP1 phos	S-ASM inh	TSHR antag	MBNL1 CUG block	CXXC DNA block	Mito fusion yeast	TSG101-PTAP inh	Menin MLL FP TR
CCOC(=O)C1=C(C)OC(N)=C(C#N)C1c1ccc(OC)c(CSc2ccccn2)c1 (stereo not drawn)	11%	0%[46.1 µM]	-14%	-2%	1	-4%	7%	-13%	5%	10%
CC(C)C[C@@H](CSc1ccccc1)N1CCN(CCc2ccccc2)CCC1=O	-21%	1%	-2%	12%	-5	-13%	4%	-9%	-9%	-15%
CN1CCC(=NNC(=O)C(=O)Nc2ccc(F)cc2)CC1	-25%	0%	-1%	-1%	3	0%	3%	-9%	0%	-11%
Cc1ccc(NCc2cccnc2)c(Br)c1	19%	-3%[46.1 µM]	0%	0%	-8	2%[11.5 µM]	-2%	7%	1%	-2%

Next entries.
SMILES	Integrin act MD	TCR activator	A-T KAP1 phos	S-ASM inh	TSHR antag	MBNL1 CUG block	CXXC DNA block	Mito fusion yeast	TSG101-PTAP inh	Menin MLL FP TR
CN(C)c1ccnc2sc3c(NCC(O)CO)ncnc3c12 (stereo not drawn)	2%	-4%[46.1 µM]	-3%	11%	1	?	10%	-1%	-7%	-2%
CCCCOc1cccc(OCCCC)c1C(=O)Nc1cc(C)on1	1%[7.66 µM]	·	-2%	-1%	-11	1%	2%	8%	-6%	-2%
CCOc1ccccc1CNC(=O)c1cn(C)c(=O)c2c1c1ccccc1n2C	6%	-14%	0%	-1%	-17	-4%	1%	22%	0%	?
CCOc1ccc(C(C)=O)cc1N1C(=O)C2C(C1=O)C1C=CC2C12CC2 (stereo not drawn)	-11%	0%	14%	4%	-7	7%	5%	-1%	-9%	-2%
Cc1nnc(C)n1/N=C/c1ccc2c(c1)OCCO2	18%	·	3%	-1%	8	-5%	1%	2%	-10%	-1%
O=C(CSc1nnc(CNC(=O)c2ccco2)o1)Nc1ccc(F)cc1F	-57%[inhibitor]	-5%	8%	-1%	13	-3%	39%[activator]	1%	-6%	·
O=C(Oc1ccccc1)c1cccnc1Oc1ccccc1	-44%	-6%	5%	-1%	22	0%	3%	2%	-6%	·
CCN(CC)c1cc(C(F)(F)F)nc(-c2ccccn2)n1	-10%	5%	0%	-5%	-9	0%	-8%	-6%	1%	-26%
CCOC(=O)CSc1nnc(CNC(=O)c2cc(OC)c(OC)c(OC)c2)n1C	-9%	3%	0%	0%	9	-4%	30%	4%	-1%	-17%
Cc1ccc(S(=O)(=O)C(CCC(=O)c2ccc(Cl)cc2)C(N)=O)cc1 (stereo not drawn)	6%	-1%	-2%	0%	-4	3%	-6%	3%	-5%	25%
CC(OC(=O)c1cnc2ccccc2n1)c1ccccc1Cl (stereo not drawn)	10%	-2%	-1%	-1%	-2	?	1%	10%	1%	8%
CCn1nc(C(=O)OCC(=O)NCC(C)C)c2ccccc2c1=O	8%	-3%	8%	-2%	-5	8%	1%	3%	-1%	-16%
CCCCOc1cccc(C(=O)Nc2ccccc2N2CCCC2)c1	-36%	-5%	0%	-3%	-10	-3%	12%	-19%	0%	?
COc1ccc(CC(=O)Nc2c3c(nn2-c2cccc(C)c2C)CS(=O)C3)cc1 (stereo not drawn)	-17%	1%	·	2%	-8	-6%	0%	1%	1%	0%
Cc1cccn2c(=O)c3cc(C(=O)NC4CCCCC4)c(=N)n(CCN4CCOCC4)c3nc12	0%	-7%	16µM*	375%[activator]	20	?	27%	2%	-5%	·
CCOC(=O)c1c(C)nn(-c2ccc(NC(=O)c3cccs3)cc2)c1C	?	-2%	3%	-10%	-2	-7%	-2%	-5%	0%	·
COC(=O)c1ccc2nc(-c3cccc(N)c3)cn2c1	23%	-4%	4%	-2%	-5	3%	-4%	-1%	-9%	23%
C[C@H](NC(=O)Cn1cncn1)c1ccccc1	25%	0%	-5%	4%	5	-2%	0%	0%	-15%	13%
Cc1ccc(OC(=O)c2cccc([N+](=O)[O-])c2)c(-n2nc3ccccc3n2)c1	10%	2%[46.1 µM]	-1%	-2%	20	8%	18%	-5%	-4%	12%
COc1ccc(Br)cc1C(=O)Nc1ccc(Cc2ccncc2)cc1	-7%	-4%	10%	-2%	-22	-4%	0%	5%	-6%	-4%
CCCCSc1nn[nH]n1	11%	1%	8%	5%	-11	1%	-4%	0%	2%	18%
